PAD4 inh: blocks human protein arginine deiminase 4; hit rate 0.41% among 330,000; Q9UM07; AID 485272; recombinant PAD4, RCA probe fluorescence polarization; inhibition, % at 6.36 µM;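 active = percent inhibition above a cutoff equal to the mean of all tested compounds plus 3 SD, cut at about 15% in these data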;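 note: 0% = PAD4 with RCA probe and DMSO and 100% = probe without PAD4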
GLD-1 RNA inh: GLD-1-TGE RNA interaction inhibition (C. elegans) | Q17339 | AID 2280 | purified GLD-1 + fluorescein TGE RNA, fluorescence polarization | inhibition, % at 5.96 µM | hit rate 0.44% among 320,000;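 active = percent inhibition above a per-plate cutoff, the plate mean of test compounds plus 3 SD, cut at about 30% in these data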;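 note: 0% = DMSO wells with GLD-1 and probe and 100% = wells lacking GLD-1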
Target sequence (Q17339 whole entry, looked up): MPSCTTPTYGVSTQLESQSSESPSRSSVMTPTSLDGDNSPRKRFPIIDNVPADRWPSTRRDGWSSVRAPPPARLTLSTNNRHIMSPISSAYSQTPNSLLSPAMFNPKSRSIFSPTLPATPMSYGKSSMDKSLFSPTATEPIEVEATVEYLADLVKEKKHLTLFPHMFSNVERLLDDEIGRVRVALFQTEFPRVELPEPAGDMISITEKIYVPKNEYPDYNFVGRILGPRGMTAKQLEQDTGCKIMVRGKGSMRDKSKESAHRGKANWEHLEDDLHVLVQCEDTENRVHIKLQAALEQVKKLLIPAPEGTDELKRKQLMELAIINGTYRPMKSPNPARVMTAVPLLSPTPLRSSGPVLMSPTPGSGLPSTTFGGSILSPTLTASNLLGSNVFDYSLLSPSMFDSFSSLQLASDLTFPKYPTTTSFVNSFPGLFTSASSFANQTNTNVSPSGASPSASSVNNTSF
* = called active by the depositor.

cpd | Molecule | PAD4 inh | GLD-1 RNA inh
1 | CCOc1ccc(S(=O)(=O)NCCC(=O)OCC(=O)NC(=O)c2cccn2C)cc1 | 3.0 | -0.8
2 | C[C@H](CO)N1C[C@H](C)[C@H](CN(C)CC2CC2)Oc2ccc(NC(=O)CCN3CCOCC3)cc2C1=O | -3.3 | 1.4
3 | C[C@H](NC(=O)c1ccco1)C(=O)NNC(=O)COc1cccc(C(F)(F)F)c1 | -0.8 | 10.1
4 | Cc1ccsc1C(=O)NNC(=O)c1ccccc1F | -3.0 | 3.2
5 | Cc1ccc(NC(=O)c2ccc(=O)[nH]n2)cc1S(=O)(=O)Nc1ccc(SC(F)F)cc1 | 22.2* | -0.9
6 | O=C1NCCOC(=O)[C@H](Cc2ccc(F)cc2)C/C=C\C[C@@H]1CC(=O)N(CCO)Cc1ccccc1 | -5.0 | 1.9
7 | CC(C)CN(C(=O)CN(C)CC(=O)Nc1ccc(Cl)c(C(F)(F)F)c1)c1c(N)n(CC(C)C)c(=O)[nH]c1=O | 0.0 | 2.1
8 | O=C(CSc1nnc(-c2cccc(Br)c2)o1)N1CCNC1=O | -3.2 | 1.8
9 | CS(=O)(=O)N1Cc2ccccc2CC1C(=O)OCC(=O)NCc1ccccc1 (stereo not given) | -1.9 | 3.3
10 | Cc1ccc(C)c(NC(=O)COC(=O)c2nn(C)c(=O)c3ccccc23)c1 | 3.3 | 5.9
11 | O=C(COC(=O)CCC(=O)c1ccc(F)cc1)NC1CCCCC1 | -3.6 | 6.9
12 | CCOC(=O)c1sc2nc(C)nc(N3CCN(S(=O)(=O)c4ccccc4)CC3)c2c1C | 4.5 | 4.3
13 | CC(=O)c1cccc(S(=O)(=O)N2CCC(C(=O)Oc3ccc(-c4nnco4)cc3)CC2)c1 | 3.7 | -2.2
14 | CCOc1ncccc1C(=O)Nc1cc(S(=O)(=O)N2CCOCC2)ccc1OCC(F)(F)F | -1.7 | 1.9
15 | CCOC(=O)C1CCCCN1C(=O)/C(=C/c1ccc(OC)cc1)c1ccc(OC)c(OC)c1 (stereo not given) | -3.1 | 1.4
16 | COC(=O)[C@]1(C)N[C@H](c2ccc(-c3cccc(Cl)c3)cc2)[C@@H]2C(=O)N(C)C(=O)[C@@H]21 | -1.7 | 3.1
17 | CCN(C[C@H]1N[C@@](CC)(C(=O)OC)[C@H]2C(=O)N(Cc3ccccc3)C(=O)[C@@H]12)C(=O)c1ccc(C(C)(C)C)cc1 | 5.2 | -0.5
18 | CCN(C(=O)COC(=O)CCC(=O)c1cccs1)C1CCCCC1 | -4.8 | -1.5
19 | CC(NC(=O)COC(=O)C12CC3CC(CC(O)(C3)C1)C2)c1ccccc1 (stereo not given) | -4.6 | 4.0
20 | CC(=O)c1ccc(N2CCN(C(C)C(=O)Nc3ccc4c(c3)OCCO4)CC2)cc1 (stereo not given) | -5.1 | 4.2
21 | CSCCC(NC(=O)c1ccccc1)C(=O)OCC(=O)NCc1ccco1 (stereo not given) | 0.2 | 5.0
22 | COc1ccccc1NCCC(=O)OCC(=O)Nc1ccccc1F | -0.4 | 2.8
23 | Cc1cccc(C(=O)NCC(=O)N(C)Cc2nc3ccccc3c(=O)[nH]2)c1 | -5.5 | 1.5
24 | O=C(Nc1cccc(S(=O)(=O)N2CCOCC2)c1)c1ccc(Cl)nc1 | -2.0 | 5.9
25 | O=C(COC(=O)C1CC1)NCCc1ccccc1 | 3.5 | 0.2
26 | COc1ccc(NC(=O)Nc2ccc3c(c2)C(=O)N([C@@H](C)CO)C[C@@H](C)[C@@H](CN(C)S(=O)(=O)c2cccs2)O3)cc1 | 1.2 | 1.1
27 | Cc1cccc(NC(=O)NNC(=O)c2ccccn2)c1 | -0.8 | 2.3
28 | CNC(=S)Nc1ccc(N2CCCC2)c(S(=O)(=O)Nc2ccc(OC)cc2)c1 | -1.6 | -1.8
29 | O=C1CCCN1CCCNS(=O)(=O)c1cccs1 | 5.3 | 7.3
30 | Cc1ccc2c(COC(=O)CNS(=O)(=O)c3ccccc3)cc(=O)oc2c1 | 1.5 | -3.2
31 | C[C@H](CO)N1C[C@H](C)[C@@H](CN(C)S(=O)(=O)c2ccc(F)cc2)Oc2ccc(NC(=O)Nc3ccc(C(F)(F)F)cc3)cc2C1=O | -2.7 | 3.6
32 | CCCC1(c2ccccc2)NC(=O)N(CC(=O)Nc2ccc3c(c2)OCCO3)C1=O (stereo not given) | -1.5 | 4.5
33 | O=C(COC(=O)c1ccc2c(c1)OCCO2)Nc1ccc(F)cc1F | 1.4 | -1.7
34 | O=C(Cn1cnc2c(OCc3ccccc3)ncnc21)NCc1ccccc1 | -6.2 | 7.5
35 | Cc1ccc(OCC(=O)OCC(=O)Nc2ccc3c(c2)OCO3)cc1C | -2.8 | 1.9
36 | O=S(=O)(NCCN1CCOCC1)c1ccc2ccccc2c1 | -1.3 | -1.0

Brought forward from above: 2 compounds, then new ones.
cpd | Molecule | PAD4 inh | GLD-1 RNA inh
35 | Cc1ccc(OCC(=O)OCC(=O)Nc2ccc3c(c2)OCO3)cc1C | -2.8 | 1.9
36 | O=S(=O)(NCCN1CCOCC1)c1ccc2ccccc2c1 | -1.3 | -1.0
37 | O=C(Nc1ccc(Cl)c(S(=O)(=O)N2CCOCC2)c1)c1ccc2c(c1)OCO2 | -0.1 | -0.6
38 | COc1ccc([C@H]2Cc3cc(O)cc(O)c3C(=O)O2)cc1O | 1.8 | 0.6
39 | COC(=O)[C@]1(C)N[C@H](CN(C)S(=O)(=O)c2ccccc2)[C@@H]2C(=O)N(Cc3ccccc3)C(=O)[C@@H]21 | 3.5 | 2.2
40 | C=CC(=O)Nc1ccc(Nc2nc(NC3CCC(N(C)C)CC3)nc3c2ncn3C(C)C)cc1 (stereo not given) | 3.5 | 1.8
41 | C#CCOCCOCCOCCNc1nc(N2CCN(C(=O)C([C@@H](C)O)n3cc([C@@H](N)CCCCN)nn3)CC2)nc(N2CCN(C(=O)[C@H](CCCCN)n3cc(CN)nn3)CC2)n1 (stereo not given in full) | 4.8 | 4.1
42 | COc1ccc(CNC(=O)CN(C)CC(=O)Nc2ccccc2Br)cc1 | -6.1 | 8.4
43 | CC(C)(C)OC(=O)C[C@@H]1C/C=C\C[C@H](CC(=O)NCCO)C(=O)N2CCC[C@H]2COC1=O | 1.5 | 10.1
44 | C[C@H](CO)N1C[C@H](C)[C@@H](CN(C)S(=O)(=O)c2cccs2)Oc2ccc(NC(=O)NC3CCCCC3)cc2C1=O | -3.7 | -1.4
45 | CC(=O)c1c(C)[nH]c(C(=O)COC(=O)CN2C(=O)C3CCCCC3C2=O)c1C (stereo not given) | -6.3 | 4.0
46 | CCCNC(=O)C(Cc1ccc(C(F)(F)P(=O)(OCC)OCC)cc1)NC(=O)c1ccc(C#N)cc1 (stereo not given) | -2.2 | 4.2
47 | CN(Cc1ccc(CNC[C@H]2O[C@@H](n3cnc4c(N)ncnc43)[C@H](O)[C@@H]2O)o1)S(C)(=O)=O | 0.2 | 3.5
48 | Cc1noc(C)c1NC(=O)N(C)C[C@H]1Oc2ccc(NC(=O)Nc3ccc(C(F)(F)F)cc3)cc2C(=O)N([C@H](C)CO)C[C@@H]1C | 5.5 | 2.8
49 | CCCCNc1ccc2oc(-c3ccc(OC)cc3)c(-c3ccc(OC)c(F)c3)c2c1 | 1.1 | 12.3
50 | CN(Cc1ccccc1)C(=O)c1cccc(NC(=O)C2CCCN(C(=O)OC(C)(C)C)C2)c1 (stereo not given) | 2.5 | 0.0
51 | CCN(C[C@H]1N[C@@](C)(C(=O)OC)[C@H]2C(=O)N(Cc3ccccc3)C(=O)[C@@H]12)C(=O)c1ccc(C(C)(C)C)cc1 | -0.1 | -0.1
52 | O=C(NCC(c1ccc(F)cc1)N1CCOCC1)c1ccc(OCc2ccccc2)cc1 (stereo not given) | -4.8 | 6.6
53 | CSc1nc(N)nc2c1ncn2CC(=O)N1CCN(Cc2c(C)cc(C)cc2C)CC1 | -2.3 | -0.2
54 | COc1ccccc1CNC(=O)COC(=O)c1ccc(C(=O)c2ccccc2)cc1 | -3.3 | 3.1
55 | CCC(CO)Oc1cc(NC(=O)c2ccccc2Cl)c2ncn(C(C)C)c2c1 (stereo not given) | -3.0 | 4.5
56 | CC1(C)O[C@@H](CC(=O)O)[C@]23CO[C@H](C(=O)[C@]4(C)C2CC[C@@]2(C)[C@H](c5ccoc5)OC(=O)C5O[C@]524)[C@@H]13 (stereo not given in full) | 4.6 | 6.0
57 | C=C[C@H]1C(O[C@@H]2O[C@H](CO)[C@@H](O)[C@H](O)[C@H]2O)OC=C2C(=O)N3CCc4cc(OC)c(O)cc4[C@H]3C[C@H]21 (stereo not given in full) | -1.8 | 7.3
58 | Cc1c(NC(=O)c2cc(-c3ccc(F)cc3)nc3ccccc23)c(=O)n(-c2ccccc2)n1C | 0.9 | -0.1
59 | CC(C)(C)c1ccc(C(=O)NC(=O)COC(=O)c2ccc(Br)o2)cc1 | -2.9 | 0.8
60 | COc1ccc(C(=O)NCC(=O)NCc2ccncc2)cc1 | 1.8 | 1.2
61 | COc1ccc(C2=NOC(Cn3nc(-c4ccccc4)cc3C(=O)NCc3cccc(C(F)(F)F)c3)C2)cc1 (stereo not given) | -0.1 | 1.2
62 | O=C(/C=C/c1ccco1)OCC(=O)N1CCCCC1 | 0.7 | 2.8
63 | COc1ccc(S(=O)(=O)N2CCN(c3cnccn3)CC2)cc1 | -0.5 | 4.3
64 | O=C(C[C@H]1C/C=C\C[C@@H](Cc2ccc(F)cc2)C(=O)O[C@@H](c2ccccc2)CNC1=O)NCCO | 2.3 | -4.6
65 | COc1ccc(Br)cc1S(=O)(=O)NCCc1cccs1 | 2.2 | 4.1
66 | O=C(CN1C(=O)NC2(CCCc3ccccc32)C1=O)NCCc1ccc(F)cc1 (stereo not given) | -3.9 | -1.9
67 | CCC1CCCCN1C(=O)COC(=O)c1cc(=O)[nH]c2ccccc12 (stereo not given) | 3.4 | 5.0
68 | C[C@H](CO)N1C[C@H](C)[C@@H](CN(C)S(=O)(=O)c2cccs2)Oc2c(NC(=O)Nc3ccccc3)cccc2C1=O | 6.4 | 8.0
69 | O=S(=O)(c1ccccc1C(F)(F)F)N1CCN(c2ncnc3sccc23)CC1 | -2.7 | 5.4
70 | COc1ccc(S(=O)(=O)Nc2ccc3c(c2)C(=O)N([C@@H](C)CO)C[C@H](C)[C@H](CN(C)CC2CC2)O3)cc1 | -2.7 | -1.0
71 | CC[C@]12c3[nH]c4ccccc4c3CCN1C(=O)C(CC(=O)NCCCn1ccnc1)C[C@@H]2C(=O)N1CCN(C(=O)c2ccco2)CC1 (stereo not given in full) | -4.0 | 1.9
72 | C[C@H](CO)N1C[C@H](C)[C@@H](CN(C)C(=O)Nc2ccccc2)Oc2c(NS(=O)(=O)c3ccccc3)cccc2C1=O | -4.6 | -5.4
73 | O=C(CCCN1C(=O)/C(=C\c2ccccc2)SC1=S)N1CCOCC1 | -1.8 | -1.9
74 | Cc1ccc(S(=O)(=O)N2CCCCC2)cc1C(=O)OCC(=O)N1c2ccccc2NC(=O)C1(C)C | -1.7 | 1.6
75 | Cn1c2cc(Br)sc2c2cnn(Cc3ccc(F)cc3F)c(=O)c21 | 2.1 | 1.9
76 | Cc1cccc(N2CCN(C(=O)CNC(=O)Cc3ccccc3)CC2)c1C | -2.2 | 2.0
77 | O=C(COC(=O)Cn1cnc2ccccc2c1=O)NNC(=O)c1ccc(Br)cc1 | -1.9 | 4.2
78 | CSc1ncccc1C(=O)Nc1cc(Cl)ccc1N1CCOCC1 | -1.0 | 7.3
79 | O=C(OCC(=O)N1CCCCC1)c1ccc2ccccc2n1 | 0.9 | -0.5
80 | CCOC(=O)C1=CC[C@H]2c3c(c4ccccc4n3C)C(=O)C1N2Cc1ccccc1 | 1.2 | 1.9
81 | C[C@H](CO)N1C[C@H](C)[C@@H](CN(C)C(=O)Nc2ccccc2)Oc2ccc(NC(=O)c3ccncc3)cc2C1=O | -5.5 | 10.8
82 | CC(=O)c1ccc(N2CCN(C(=O)c3cc(S(=O)(=O)N4CCOCC4)ccc3C)CC2)cc1 | -1.2 | 4.4
83 | O=C(COC(=O)C1=NN(c2ccccc2)C(=O)CC1)Nc1nc(-c2ccc(F)cc2)cs1 | -0.1 | 2.4
84 | COC(=O)[C@@]12CCCCN1[C@H](c1ccc(-c3ccccc3)c(OC)c1)[C@H]1C(=O)N(C)C(=O)[C@H]12 | 0.9 | 8.2
85 | CCN(CC)C(=O)c1cccc(NC(=O)C2CCN(C(=O)c3cccs3)CC2)c1 | 3.5 | -0.2
86 | CC(C)c1ccc(S(=O)(=O)N2CCN(C(=O)C3=COCCO3)CC2)cc1 | 1.1 | 4.3
87 | Cn1cccc1C(=O)NC(=O)COC(=O)CCNS(=O)(=O)c1ccc(Cl)cc1 | 0.3 | -0.1
88 | CC(C)CN(C(=O)CSc1nc2ccccc2[nH]1)C1CCS(=O)(=O)C1 (stereo not given) | -4.0 | 2.7
89 | COCCCn1cnnc1SC(C)C(=O)Nc1ccc(S(=O)(=O)N2CCOCC2)cc1 (stereo not given) | -4.1 | 5.6
90 | Cc1cccc(C(=O)NCC(=O)OCC(=O)c2ccc(Br)s2)c1 | -6.3 | 10.2
91 | O=C(COC(=O)/C=C/c1cccs1)Nc1ccc(Cl)cc1F | -1.0 | 3.2
92 | C[C@@]12C(=O)N(Cc3ccco3)CC(=O)N1[C@H]1c3cc(Cl)ccc3OC[C@@H]1[C@@H]2c1ccccc1 | 1.7 | 12.0
93 | O=C(NNC(=O)c1cccc(S(=O)(=O)N2CCCCC2)c1)c1ccccc1 | 1.2 | 3.9
94 | Cc1nn(CC(=O)OCC(=O)NCCc2ccc(F)cc2)c(C)c1[N+](=O)[O-] | -3.6 | 0.9
95 | CC(C)(C)NC(=O)CC1C[C@H](C(=O)N2CCCCC2)[C@@]2(CCc3ccccc3)c3[nH]c4ccccc4c3CCN2C1=O (stereo not given in full) | 0.3 | 3.0

A portion of the library, so the mix of outcomes need not match the whole.
